FXIIa inh – factor XIIa (human) inhibition; 220,000 tested, 0.3% active; purified FXIIa, Boc-QGR-AMC fluorogenic substrate, 2 h; inhibition, % at 5 µM; P00748; in the data active = inhibition above about 40%;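 note: 0% = enzyme with no compound and 100% = blank without enzyme; many of its hits are not listed in these tables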
L929 necroptosis – L929 zVAD cell death inhibition. L929 zVAD necroptosis rescue, ATP luminescence, 24 h; with zVAD 60 µM. viability rescue, % at 10 µM. 220,000 tested, 0.38% active. AID 1377;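 active = activation, scaled between plate controls, above about 75%, limit read from the data; inactive = activation under that limit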;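 note: 0% = zVAD with DMSO and 100% = DMSO alone without zVAD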
TNF death inh – TNF-alpha cell death inhibition in Jurkat FADD-/- cells; Jurkat FADD-/- TNF necroptosis rescue, ATP luminescence, 24 h; 0 = TNF only, 100 = no-TNF cells; 220,000 tested, 0.068% active; activation (protection from cell death), % at 10 µM;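 active = activation, meaning protection from cell death, of at least 50% relative to plate controls; inactive = activation below 50%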;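 note: necroptosis triggered by 40 ng/mL TNF-alpha added together with compound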
PPC-1+TRAIL kill – kills PPC-1 cancer cells in the presence of TRAIL. cell killing (% activity), % at 4 µM. 220,000 tested, 0.41% active. PPC-1 cells + TRAIL, ATPLite viability luminescence;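 active = cell killing above 50% in the first pass at 4 µM, then a duplicate retest at 5 µM averaging 50% or more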;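 note: plate controls were cells with TRAIL plus DMSO for no effect and medium-only wells lacking cells for full effect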
FXIa inh 1536 – blocks human coagulation factor XIa protease activity | P03951 | purified FXIa, Boc-Glu-Ala-Arg-AMC fluorogenic substrate | inhibition, % at 5 µM | 220,000 tested, 0.14% active;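 active = inhibition of at least 40%; inactive = inhibition below 40%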;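 note: fluorescence of freed AMC excited at 355 nm; 0% = enzyme without compound and 100% = no enzyme blank; many of its hits are not listed in these tables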
Wee1 stabilizer – human Wee1 degradation inhibition, primary screen | 220,000 tested, 1.2% active | AID 1321 | P30291 | HeLa Luc-Wee1K328M stability, luciferase luminescence; 100% = proteasome inhibitor MG132 effect | reporter increase, % at 5 µM;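 active = activation above the mean of all tested compounds plus 3 SD, set per screening run, cut at about 8.8% in these data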;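 note: cells exposed to compound for 20 h before luminescence read; 0% = DMSO alone and 100% = MG132 at 30 µM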
Target sequence (P30291 whole entry K328M): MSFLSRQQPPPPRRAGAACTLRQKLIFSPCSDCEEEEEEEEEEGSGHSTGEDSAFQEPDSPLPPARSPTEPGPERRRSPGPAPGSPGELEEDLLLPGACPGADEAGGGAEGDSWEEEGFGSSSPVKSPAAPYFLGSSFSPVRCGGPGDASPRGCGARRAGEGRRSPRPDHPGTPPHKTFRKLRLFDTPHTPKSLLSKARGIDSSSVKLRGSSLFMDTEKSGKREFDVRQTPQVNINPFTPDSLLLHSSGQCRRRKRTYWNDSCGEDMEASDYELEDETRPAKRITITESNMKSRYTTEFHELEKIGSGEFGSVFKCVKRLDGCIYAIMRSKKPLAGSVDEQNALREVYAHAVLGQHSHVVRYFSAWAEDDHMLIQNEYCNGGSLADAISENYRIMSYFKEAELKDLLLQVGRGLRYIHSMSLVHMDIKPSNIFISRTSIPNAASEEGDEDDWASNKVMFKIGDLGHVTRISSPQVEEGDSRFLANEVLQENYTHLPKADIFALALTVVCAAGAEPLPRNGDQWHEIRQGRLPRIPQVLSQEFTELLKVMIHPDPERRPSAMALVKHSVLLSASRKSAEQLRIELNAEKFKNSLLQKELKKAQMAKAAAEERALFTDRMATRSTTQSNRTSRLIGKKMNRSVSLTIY
CHOP inh – CHOP inhibition in unfolded protein response | inhibition, % at 10 µM | AID 2732 | 220,000 tested, 3.8% active | CHO-K1 CHOP-promoter luciferase, tunicamycin-induced, 15-18 h;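 active = compounds that reduced the stress-induced luciferase reporter signal by more than about 70% of percent inhibition, limit read from the data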;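 note: 0% = tunicamycin plus vehicle and 100% = wells without tunicamycin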
Tb hexokinase – blocks Trypanosoma brucei hexokinase 1 activity | recombinant TbHK1, G6PDH-coupled NADH A340 | inhibition, % at 10 µM | 220,000 tested, 0.11% active;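 active = inhibition of 50% or more in the single-dose primary screen; inactive = inhibition below 50%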
EP2 antag – EP2 receptor (human) inhibition; P43116; C6 glioma cells expressing human EP2, cAMP TR-FRET; cells stimulated with saturating PGE2; inhibition, % at 25 µM; 260,000 tested, 0.52% active;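 active = percent inhibition above 40 after rounding to a whole number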;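 note: rat C6 glioma host cells with rolipram phosphodiesterase inhibitor present; the protocol text gives 20 µM as final concentration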
Target sequence (P43116 whole entry, looked up): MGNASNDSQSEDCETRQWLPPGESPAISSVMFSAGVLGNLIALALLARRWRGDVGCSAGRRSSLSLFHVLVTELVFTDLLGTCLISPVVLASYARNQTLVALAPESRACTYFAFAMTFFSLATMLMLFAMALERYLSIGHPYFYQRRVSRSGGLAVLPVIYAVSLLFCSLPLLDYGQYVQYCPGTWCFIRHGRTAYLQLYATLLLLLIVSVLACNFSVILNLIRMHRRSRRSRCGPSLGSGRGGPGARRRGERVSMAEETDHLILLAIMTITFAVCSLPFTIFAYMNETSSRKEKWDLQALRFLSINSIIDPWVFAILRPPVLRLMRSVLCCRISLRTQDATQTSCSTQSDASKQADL
Active calls of the source: *; . = not tested or not shown; & = joins results of further samples.

cpd	SMILES	FXIIa inh	L929 necroptosis	TNF death inh	PPC-1+TRAIL kill	FXIa inh 1536
1	COc1ccc(C/C(C)=N/NC(=O)c2ccncc2)cc1	8	0.2	1.3	7	3
2	O=C(CSc1nc(-c2ccccc2)nc2c1Cc1ccccc1O2)Nc1ccccc1	5	2.5	1.2	22	-1
3	N#Cc1c(-c2ccccc2)c(-c2ccccc2)nn(CC(=O)NNC(=O)Nc2ccccc2)c1=O	12	1.2	-17	2	2
4	CN(Cc1ccccc1)C(=O)CN(c1ccc(F)cc1)S(=O)(=O)c1ccc2c(c1)OCCO2	11	-0.1	-1.1	5	-2
5	Cc1ccc(NS(=O)(=O)c2cc(OCC(N)=O)c(C)cc2Cl)cc1C	-3	-0.5	-3.2	4	-3
6	CCOC(=O)CC(NC(=O)Cn1nnc(-c2ccccc2F)n1)c1ccccc1Cl (stereo not given)	4	0.1	0.9	2	-12
7	CCOP(=O)(OCC)/C(=C/N1CCCCC1)NC(=O)c1ccccc1	11	1.4	0.0	9	1
8	O=C(NC1CCCC1)c1ncn[nH]1	9	0.5	1.5	9	4
9	CC(C)S(=O)(=O)c1ccc(C(=O)Nc2ccc(F)cc2F)cn1	-3	0.5	1.4	5	1
10	N#CCCn1cc(C(=O)Nc2ccc(C(=O)O)cc2)c(-c2cc3ccccc3o2)n1	-4	2.1	-0.2	22	-1
11	COC(=O)C1=NN(C(=O)c2ccc(Br)cc2)C(O)(C(C)(C)C)C1 (stereo not given)	.	2.3	0.4	-4	-3
12	CCN(CC(=O)NC(C)C)C(=O)C(CCSC)NC(=O)c1ccccc1OC (stereo not given)	3	-1.1	-0.6	1	-9

cpd	Wee1 stabilizer	CHOP inh	Tb hexokinase	EP2 antag
1	-3	65	1	11
2	-2	0	8	.
3	1	11	-6	.
4	-1	33	1	6
5	2	35	5	8
6	-4	-20	-1	9
7	-3	19	-2	7
8	0	2	-1	6
9	2	5	-2	11
10	4	-3	0	8
11	-1	4	8	14
12	-1	-2	1	5

Next results.
cpd	SMILES	FXIIa inh	L929 necroptosis	TNF death inh	PPC-1+TRAIL kill	FXIa inh 1536
13	Cc1cccc(CSc2nc3sc(C)c(C)c3c(=O)n2Cc2ccco2)c1	11	-0.4	-2.3	-3	0
14	NC(=O)CC[C@@H]1NC(=O)C(Cc2ccc(O)cc2)NC(=O)c2cc([N+](=O)[O-])cc(F)c2NCCC[C@@H](C(N)=O)NC1=O (stereo not given in full)	15	3.7	-0.1	14	9
15	CCc1ccc(-n2c(O)cnc2Nc2nc(C)cc(C)n2)cc1	6	0.5	-0.1	16	-4
16	CCN1CCN(C(=O)c2ccc(Cn3c(=O)[nH]c4cc(OC)c(OC)cc4c3=O)cc2)CC1	-1	-0.5	0.6	3	0
17	COC(=O)c1ccc(C(=O)OC)c(NC(=O)CN(c2ccc3c(c2)OCO3)S(C)(=O)=O)c1	11	-0.2	-0.1	31	2
18	N#C/C(=C\c1ccc(F)c(Cl)c1)S(=O)(=O)c1ccccn1	14	-0.1	1.9	-5	4
19	COc1ccc(/C=N/Nc2nccnc2Cl)c(OC)c1	3	0.0	-1.1	16	-2
20	CCN(CC)C(=O)C1=C(C)NC(=O)NC1c1c(F)cccc1Cl (stereo not given)	9	-0.5	-0.5	10	6
21	CCc1nnc(NC(=O)C2CCCO2)s1 (stereo not given)	6	3.6	-0.3	.	-1
22	Cc1cc(C)n(-c2ccc(C(=O)OCC(=O)Nc3ccc(Cl)c(S(=O)(=O)N(C)C)c3)cc2)n1	9	-0.8	-0.3	5	2
23	Cn1c(=O)oc2cc(S(=O)(=O)Nc3ccc4c(c3)OCO4)ccc21	18	-0.1	0.7	13	4
24	CCN1CCN(C(=S)Nc2ccc(Cl)cc2Cl)CC1	3	-0.8	-1.2	6	-1

cpd	Wee1 stabilizer	CHOP inh	Tb hexokinase	EP2 antag
13	0	8	-9	6
14	-1	3	-15	16
15	.	0	-5	14
16	3	-6	-15	11
17	-1	23	-15	9
18	0	-5	-4	15
19	1	-24	-25	7
20	-2	10	-3	4
21	-3	-7	-7	11
22	2	-7	1	6
23	-1	-6	-4	5
24	0	16	-8	9

Gathered by group: the compounds so far with a furan ring, fused or not.
cpd	SMILES	FXIIa inh	L929 necroptosis	TNF death inh	PPC-1+TRAIL kill	FXIa inh 1536
10	N#CCCn1cc(C(=O)Nc2ccc(C(=O)O)cc2)c(-c2cc3ccccc3o2)n1	-4	2.1	-0.2	22	-1
13	Cc1cccc(CSc2nc3sc(C)c(C)c3c(=O)n2Cc2ccco2)c1	11	-0.4	-2.3	-3	0

cpd	Wee1 stabilizer	CHOP inh	Tb hexokinase	EP2 antag
10	4	-3	0	8
13	0	8	-9	6

Later entries
cpd	SMILES	FXIIa inh	L929 necroptosis	TNF death inh	PPC-1+TRAIL kill	FXIa inh 1536
25	CN(C(=O)CO/N=C/c1ccc(OC(F)F)cc1)C1CCS(=O)(=O)C1 (stereo not given)	5	0.8	0.2	25	4
26	O=C(Nc1ccc(C(=O)N2CCOCC2)cc1)Nc1cccc(Cl)c1	7	.	2.3	14	1
27	CS(=O)(=O)c1ccc2nc(NC(=O)CN3C(=O)C4CC=CCC4C3=O)sc2c1 (stereo not given)	7	0.7	0.1	8	1
28	CCOc1ccccc1NC(=O)CSc1nc2cccnc2n1C	19	0.0	-4.5	-6	9
29	CCCSc1nc(N2CCOCC2)c2c(c1C#N)CC(C)(C)SC2	-12	-1.0	-0.4	-3	-6
30	CSc1ccccc1NC(=O)C(=O)c1c[nH]c2ccccc12	10	0.0	2.3	24	2
31	Cn1c(=O)c2c(nc(CN3CCC(C(N)=O)CC3)n2CCc2ccccc2)n(C)c1=O	18	0.0	-1.8	8	6
32	Cc1ccc(Sc2ncccc2C(=O)O)cc1C	2	1.1	0.9	10	1
33	C=CCNC(=O)C(C#N)c1nc2ccccc2nc1N1CCN(Cc2ccccc2)CC1 (stereo not given)	23	0.9	-0.7	17	16
34	COCc1cc(CN2CCCC2)c(O)c2ncccc12	-7	24	-5.7	-2	-5
35	CC(C)N(CCO)C(=O)C(c1ccccc1)c1ccccc1	28	-0.2	-3.3	-4	-9
36	CC(NC(=O)c1ccc(CS(=O)(=O)c2cccc(C(F)(F)F)c2)o1)c1ccc2c(c1)OCCO2 (stereo not given)	3	-0.3	1.0	6	-4

cpd	Wee1 stabilizer	CHOP inh	Tb hexokinase	EP2 antag
25	-3	20	1	4
26	0	36	-9	9
27	1	4	5	6
28	0	11	4	14
29	-3	78*	-11	13
30	2	19	3	3
31	-1	-6	6	5
32	0	23	39	4
33	-2	-17	1	19
34	2	.	-1	11
35	11*	23	22	7
36	0	33	2	12

The list goes on:
cpd	SMILES	FXIIa inh	L929 necroptosis	TNF death inh	PPC-1+TRAIL kill	FXIa inh 1536
37	O=C(c1cn(-c2ccccc2)nc1-c1cccs1)N(CCO)Cc1ccccc1	18	-0.9	1.2	20	6
38	CC(C)c1ccc(C2C(C#N)=C(N)Oc3c2oc(CO)cc3=O)cc1 (stereo not given)	4	-0.9	-1.2	32	-5
39	CNC(=O)c1nnsc1S(=O)c1ccc(Cl)cc1 (stereo not given)	0	28	-17	19	4
40	O=C(CCCc1ccccc1)N1CCc2ccccc21	28	0.1	1.6	34	9
41	Cc1cc(C)c(C)c(OCc2nc(-c3cccnc3)no2)c1	14	2.1	0.6	-10	-1
42	O=C(Nc1ccc2c(c1)OCO2)OCc1ccccc1	19	0.9	4.1	29	15
43	CN(C)C(=O)CSc1nnc(-c2ccncc2)n1Cc1ccco1	8	1.2	0.2	-6	6
44	C#CCN1C(=O)C(O)(CC(=O)c2cccc(OC)c2)c2ccccc21 (stereo not given)	23	0.3	-0.2	19	17
45	CC(=O)N(C1=C(Cl)C(=O)c2ccccc2C1=O)C1CCCCC1	3	-1.6	-32	1	1
46	CCn1c(SCc2nc3ccccc3s2)nnc1-c1ccccc1	13	0.3	-2.0	-2	3
47	C/C(Cl)=C/Cn1c(N2CCCC2)nc2c1c(=O)n(C)c(=O)n2C	16	-0.4	-3.6	8	-1
48	O=C(CNC(=O)c1ccco1)OCc1ccc(Cl)cc1	-5	-0.2	-0.6	9	-9

cpd	Wee1 stabilizer	CHOP inh	Tb hexokinase	EP2 antag
37	0	43	-5	18
38	-4	24	-4	12
39	1	107*	0	29
40	9.8*	43	0	-4
41	1	97*	9	11
42	1	-27	4	12
43	3	9	2	8&4
44	-3	23	-3	8
45	5	102*	11	124*
46	-1	-11	-9	18
47	-2	6	4	11&13
48	5	37	6	8

Carrying on.
cpd	SMILES	FXIIa inh	L929 necroptosis	TNF death inh	PPC-1+TRAIL kill	FXIa inh 1536
49	CCN(CC)C(=O)COn1c(SCC(=O)N(CC)CC)nc2ccccc2c1=O	16	0.1	-1.4	10	2
50	CN1C[C@@H]2C(c3ccc(C(F)(F)F)cc3)C3(c4ccccc4)CC2(C3)[C@H]1c1ccccc1 (stereo not given in full)	1	-0.6	-2.4	0	-6
51	CC1(C)Cc2c(C#N)c(NCC3CCCO3)nc(-c3ccco3)c2CO1 (stereo not given)	14	-0.1	0.9	19	9
52	CC(CCN(C)C)OC(=O)c1ccc(C(C)c2ccccc2)o1 (stereo not given)	14	0.0	0.9	1	4
53	CC(C)NS(=O)(=O)c1ccc(OCC(=O)Nc2ccc(F)cc2F)cc1	10	1.1	0.3	-27	4
54	COc1ccc(S(=O)(=O)N(CC(=O)NCc2ccco2)C2CCCCC2)cc1OC	16	-1.1	-0.6	50	5
55	COc1ccc(OC)c(/C(O)=C/C(=O)C(=O)Nc2cc(C)ccc2OC)c1	-2	-0.3	-0.4	7	10
56	C#CCOC(=O)C[N+](C)(C)CC#Cc1ccccc1	3	2.6	-0.2	6	-6
57	Cc1ccccc1NC(=O)c1cn2c(nc3ccccc32)c(C#N)c1C	15	0.2	0.3	-10	5
58	O=C(Oc1coc(CSc2ncccn2)cc1=O)c1ccco1	4	0.9	-1.6	28	-3
59	CCOC(=O)c1cc(-c2ccccc2)sc1NC(=O)CC(C)C	5	-0.2	-4.9	3	-5
60	CCCOc1ccc(/C=C/c2[nH]c(=O)[nH]c(=O)c2[N+](=O)[O-])cc1OCC	12	0.3	0.8	14	3

cpd	Wee1 stabilizer	CHOP inh	Tb hexokinase	EP2 antag
49	3	16	6	1
50	.	30	14	8
51	-1	-10	-1	10
52	4	12	3	1
53	0	5	1	1
54	-1	-5	6	15
55	5	2	-37	12
56	4	20	-5	2
57	-2	10	-6	8
58	0	24	-3	9
59	1	28	6	0
60	-2	-45	-52	9&0

Five entries out of the list, ordered by SMILES length, high to low.
cpd	SMILES	FXIIa inh	L929 necroptosis	TNF death inh	PPC-1+TRAIL kill	FXIa inh 1536
50	CN1C[C@@H]2C(c3ccc(C(F)(F)F)cc3)C3(c4ccccc4)CC2(C3)[C@H]1c1ccccc1 (stereo not given in full)	1	-0.6	-2.4	0	-6
60	CCCOc1ccc(/C=C/c2[nH]c(=O)[nH]c(=O)c2[N+](=O)[O-])cc1OCC	12	0.3	0.8	14	3
49	CCN(CC)C(=O)COn1c(SCC(=O)N(CC)CC)nc2ccccc2c1=O	16	0.1	-1.4	10	2
52	CC(CCN(C)C)OC(=O)c1ccc(C(C)c2ccccc2)o1 (stereo not given)	14	0.0	0.9	1	4
56	C#CCOC(=O)C[N+](C)(C)CC#Cc1ccccc1	3	2.6	-0.2	6	-6

cpd	Wee1 stabilizer	CHOP inh	Tb hexokinase	EP2 antag
50	.	30	14	8
60	-2	-45	-52	9&0
49	3	16	6	1
52	4	12	3	1
56	4	20	-5	2

From PubChem

Not all compounds are listed; rates above refer to the full screens.
